Mac1 fbg inh – inhibitors of human CD11b/CD18 binding to fibrinogen | K562 CD11b/CD18 adhesion to fibrinogen, ATPlite luminescence; Mn2+ added to activate the integrin | P05107+P11215 | 0.54% of 93,000 active | inhibition, % at 10 µM;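 active means primary inhibition of 50% or more at 10 µM, then 40% or more on retest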; further: some results filed as inactive read as strong as hits
S1P2 antag – blocks the human S1P2 receptor; O95136; AID 736; cell-based S1P2 antagonist assay, inhibition at 5 uM; inhibition, % at 5 µM; 0.21% of 97,000 active; in the data active means inhibition above about 45%;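 further: CRE beta-lactamase reporter cells expressing human S1P2 stimulated with S1P; 0% = agonist at EC80 alone and 100% = agonist plus reference antagonist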
Target sequence (O95136 whole entry, looked up): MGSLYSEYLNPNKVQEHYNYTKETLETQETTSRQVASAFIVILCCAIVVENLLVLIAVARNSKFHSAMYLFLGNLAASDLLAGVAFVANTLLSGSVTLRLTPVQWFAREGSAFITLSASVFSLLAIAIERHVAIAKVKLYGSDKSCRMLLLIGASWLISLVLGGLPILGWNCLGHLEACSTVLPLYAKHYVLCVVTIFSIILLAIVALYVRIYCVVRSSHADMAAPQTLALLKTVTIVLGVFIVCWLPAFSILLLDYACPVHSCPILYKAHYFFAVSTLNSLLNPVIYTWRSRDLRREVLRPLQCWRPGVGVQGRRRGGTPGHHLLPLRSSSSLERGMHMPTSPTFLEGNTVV
PostGolgi yeast – growth inhibition of a yeast mutant, post-Golgi transport screen; 0.9% of 98,000 active; post-Golgi transport phenotypic cell assay; inhibition, % at 10 µM;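 further: yeast cells grown in 1536-well plates; yeast grown about 18 h at 30C before absorbance read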
sEH inh – blocks human soluble epoxide hydrolase activity | inhibition, % at 2 µM | 0.34% of 91,000 active | P34913 | recombinant human sEH enzymatic activity assay; in the data active means inhibition above about 80%; further: values of inactives mirror those of a sister screen read the other way; many of its hits are not listed in these tables
PostGolgi ctrl – growth of the yeast control strain, post-Golgi counter-screen. efflux-deficient yeast background strain, growth absorbance A615, 16 h. inhibition, % at 10 µM. 5% of 98,000 active. AID 738
sEH activator – activators of human soluble epoxide hydrolase | 0.04% of 91,000 active | AID 717 | activation, % at 2 µM | purified human sEH enzymatic activity, activator screen; in the data active means activation above about 37%; further: values of inactives mirror those of a sister screen read the other way
Ecoli WT expand – blocks growth of wild type E. coli BW25113 | OD600 absorbance | growth inhibition, % at 100 µM | 0.15% of 98,000 active;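 active means growth inhibition above about 50% at one test dose, limit read from the data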;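 further: growth measured after 20 h incubation at 37 °C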
PLAP activator – activates human placental alkaline phosphatase. P05187. purified PLAP enzyme, luminescent substrate read-out; stronger effect = higher value. activation fold at 20 µM. 1.2% of 96,000 active. AID 696; in the data active means activation fold above about 2
Target sequence (P05187 whole entry, looked up): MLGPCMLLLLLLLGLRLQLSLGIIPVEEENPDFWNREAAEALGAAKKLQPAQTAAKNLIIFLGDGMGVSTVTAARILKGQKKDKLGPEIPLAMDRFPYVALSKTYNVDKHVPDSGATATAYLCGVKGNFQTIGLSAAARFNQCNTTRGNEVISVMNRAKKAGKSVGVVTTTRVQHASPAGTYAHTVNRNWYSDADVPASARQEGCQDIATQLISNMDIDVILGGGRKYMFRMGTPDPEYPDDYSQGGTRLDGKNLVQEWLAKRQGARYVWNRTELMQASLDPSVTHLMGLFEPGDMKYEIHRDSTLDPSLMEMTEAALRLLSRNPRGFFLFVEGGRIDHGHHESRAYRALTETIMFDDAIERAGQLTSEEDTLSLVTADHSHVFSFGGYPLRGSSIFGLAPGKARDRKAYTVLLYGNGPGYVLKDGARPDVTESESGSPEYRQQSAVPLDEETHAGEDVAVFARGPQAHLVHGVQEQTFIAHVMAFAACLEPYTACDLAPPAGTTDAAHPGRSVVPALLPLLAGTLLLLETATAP
S1P2 agonist – S1P2 (human) receptor agonism. O95136. S1P2-expressing cell line, agonist reporter read-out. activation, % at 4.5 µM. 0.46% of 97,000 active; in the data active means activation above about 16%;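 further: 0% = vehicle low control and 100% = maximal reference agonist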
Active calls of the source: *; . = no result given. Unless noted, no stated cut-off is given here; in the data, active means inhibition above about 30%; inactive means the rest.

SMILES	Mac1 fbg inh	S1P2 antag	PostGolgi yeast	sEH inh	PostGolgi ctrl	sEH activator	Ecoli WT expand	PLAP activator	S1P2 agonist
COc1ccc(Nc2cc(C)nc(N3CCOCC3)n2)cc1	-15.0	11.4	19.3	-6.8	3.7	6.3	1.0	1	-3.5
CCSc1nnc(NC(=O)C(C)(C(F)(F)F)C(F)(F)F)s1	21.3	7.1	16.2	.	23.1	.	-9.0	1.1	-11.3
CC(=O)NC(Cc1ccc(F)cc1)C(=O)O (stereo not drawn)	.	14.5	1.0	-9.5	4.7	11.6	-2.0	0.8	-3.5
CCc1ccccc1NC(=O)c1nnn(CC(=O)Nc2cccc(C)c2)c1N	.	1.7	-1.6	-12.0	3.9	9.4	-9.0	0.9	-2.9
COc1cccc(-n2nc(C(=O)O)c3ccccc3c2=O)c1	-22.6	.	5.9	.	8.2	.	-7.0	1	.
Cc1cc(C(=O)OCC(=O)N2C(C)CCCC2C)c(C)o1 (stereo not drawn)	.	6.6	-1.8	-0.9	-4.7	2.4	-1.0	.	-8.3
O=C(NCc1ccc(F)cc1)C1CCN(S(=O)(=O)N2CCCCC2)CC1	-3.0	6.9	3.9	38.0	-0.1	-38.7	5.0	1.1	-8.3
Cc1cn(C2C=CC(CO)O2)c(=O)[nH]c1=O (stereo not drawn)	.	16.7	.	3.4	.	-4.1	.	.	-2.8
CCCOc1ccc(-c2nnn(CC(=O)c3c[nH]c4ccccc34)n2)cc1	3.1	-9.8	15.4	-1.1	9.4	-0.6	-11.0	1.1	-6.4
COc1cc(C(=O)Nc2nc3ccc(C)cc3s2)ccc1OCc1c(C)noc1C	.	25.8	-4.1	-0.2	1.0	3.2	-10.0	1	-7.3
O=C(OCc1ccccc1F)c1ccc2c(c1)OCCO2	.	9.8	-1.1	-17.3	3.1	16.2	-8.0	.	-2.1
COc1cccc(NS(=O)(=O)c2ccc(OC)c(OC)c2)c1	-2.7	.	0.5	.	14.3	.	-4.0	1.3	.
N=c1c(C(=O)NCc2ccccc2)cc2c(=O)n3ccccc3nc2n1Cc1ccco1	-4.3	-2.4	0.0	5.1	18.3	-2.5	-8.0	0.9	7.3
O=C(Nc1ccc(N2CCOCC2)c(Cl)c1)c1ccc(Br)o1	6.7	7.9	-3.8	7.2	3.1	-7.6	9.0	1.1	-6.8
O=C(NCc1cccnc1)c1ccc(NC(=O)c2ccco2)cc1	-11.8	4.0	8.5	-6.1	6.8	10.0	5.0	0.9	-6.3
O=C(NC1CCCC1)C(c1cccs1)N(C(=O)c1ccno1)c1ccccc1 (stereo not drawn)	-2.1	8.0	8.6	0.3	9.9	-0.8	-10.0	1	-4.1
C/C(=N/n1cnnc1)c1cccnc1	3.6	16.8	-1.8	.	7.2	.	9.0	1	-8.4
Cc1cc(NC(=O)CSc2nc3c(sc4ccccc43)c(=O)n2CCCN2CCOCC2)n[nH]1	-7.1	-18.6	0.5	-2.3	4.4	1.0	-8.0	1.8	-0.8
CC12CC(c3ccccc3O1)N(C(=O)c1ccc(Br)o1)C(=O)N2c1ccccc1 (stereo not drawn)	2.7	-4.0	-0.9	-8.5	15.8	10.7	-8.0	0.9	-7.2
O=C(NCc1cccnc1)Nc1ccccc1F	.	-1.8	.	6.7	.	-4.4	.	.	-5.2

Sorted by molecular weight (falling): part of the list above
SMILES	Mac1 fbg inh	S1P2 antag	PostGolgi yeast	sEH inh	PostGolgi ctrl	sEH activator	Ecoli WT expand	PLAP activator	S1P2 agonist
Cc1cc(NC(=O)CSc2nc3c(sc4ccccc43)c(=O)n2CCCN2CCOCC2)n[nH]1	-7.1	-18.6	0.5	-2.3	4.4	1.0	-8.0	1.8	-0.8
CC12CC(c3ccccc3O1)N(C(=O)c1ccc(Br)o1)C(=O)N2c1ccccc1 (stereo not drawn)	2.7	-4.0	-0.9	-8.5	15.8	10.7	-8.0	0.9	-7.2
O=C(Nc1ccc(N2CCOCC2)c(Cl)c1)c1ccc(Br)o1	6.7	7.9	-3.8	7.2	3.1	-7.6	9.0	1.1	-6.8
O=C(NCc1ccc(F)cc1)C1CCN(S(=O)(=O)N2CCCCC2)CC1	-3.0	6.9	3.9	38.0	-0.1	-38.7	5.0	1.1	-8.3
COc1cccc(NS(=O)(=O)c2ccc(OC)c(OC)c2)c1	-2.7	.	0.5	.	14.3	.	-4.0	1.3	.
O=C(NCc1cccnc1)c1ccc(NC(=O)c2ccco2)cc1	-11.8	4.0	8.5	-6.1	6.8	10.0	5.0	0.9	-6.3
COc1ccc(Nc2cc(C)nc(N3CCOCC3)n2)cc1	-15.0	11.4	19.3	-6.8	3.7	6.3	1.0	1	-3.5
COc1cccc(-n2nc(C(=O)O)c3ccccc3c2=O)c1	-22.6	.	5.9	.	8.2	.	-7.0	1	.
O=C(NCc1cccnc1)Nc1ccccc1F	.	-1.8	.	6.7	.	-4.4	.	.	-5.2
CC(=O)NC(Cc1ccc(F)cc1)C(=O)O (stereo not drawn)	.	14.5	1.0	-9.5	4.7	11.6	-2.0	0.8	-3.5
C/C(=N/n1cnnc1)c1cccnc1	3.6	16.8	-1.8	.	7.2	.	9.0	1	-8.4

An excerpt of these results, field by field.
> COc1ccc(Nc2cc(C)nc(N3CCOCC3)n2)cc1
  Mac1 fbg inh: -15.0
  S1P2 antag: 11.4
  PostGolgi yeast: 19.3
  sEH inh: -6.8
  PostGolgi ctrl: 3.7
  sEH activator: 6.3
  Ecoli WT expand: 1.0
  PLAP activator: 1
  S1P2 agonist: -3.5

> CCSc1nnc(NC(=O)C(C)(C(F)(F)F)C(F)(F)F)s1
  Mac1 fbg inh: 21.3
  S1P2 antag: 7.1
  PostGolgi yeast: 16.2
  sEH inh: .
  PostGolgi ctrl: 23.1
  sEH activator: .
  Ecoli WT expand: -9.0
  PLAP activator: 1.1
  S1P2 agonist: -11.3

New compounds follow.
SMILES	Mac1 fbg inh	S1P2 antag	PostGolgi yeast	sEH inh	PostGolgi ctrl	sEH activator	Ecoli WT expand	PLAP activator	S1P2 agonist
CCOC(=O)C(=O)c1csc(NC(=O)COc2ccc(N(C)S(=O)(=O)c3ccc(F)cc3)cc2)n1	-17.0	9.7	0.8	20.8	5.0	-19.2	5.0	1.8	-3.3
CC1CCN(C(=O)CSc2nnc(CNC(=O)c3ccco3)o2)CC1	-19.2	-42.6	-3.8	-5.1	10.1	5.5	3.0	0.9	-0.4
CC(Cl)C(=O)c1c(N)n(C)c(=O)n(C)c1=O (stereo not drawn)	-1.3	6.4	2.2	3.1	4.9	-0.4	-8.0	1.1	-3.2
Cc1ccc(S(=O)(=O)c2c(COC(=O)c3ccccc3Cl)c(-c3ccccc3)nn2C)cc1	8.7	-15.4	-1.6	3.6	11.8	-4.8	-16.0	1.1	-4.4
Cc1ccc(S(=O)(=O)c2c(C)cc(C)nc2Oc2cccc(C)c2C)cc1	3.2	6.5	3.5	-3.6	12.7	1.6	-3.0	1	-2.1
CCc1nc(OCCN(C)C)c2oc3ccccc3c2n1	12.7	-13.5	-1.5	-0.9	-6.7	4.3	3.0	1.3	0.3
Cc1ccc(N=Cc2c(O)n(-c3cc(Cl)ccc3N3CCOCC3)c(=O)c3ccccc23)cc1C	5.3	-6.8	8.5	-13.9	3.8	12.0	-7.0	1.5	0.6
Cc1cc(C(=O)N2CCN(c3ncccn3)CC2)c(C)o1	9.7	-2.5	-3.5	7.3	17.3	-4.9	-1.0	1	-7.8
Cc1ccc(Oc2nc(-c3ccccc3)ncc2S(C)(=O)=O)cc1	.	-14.9	-0.9	3.1	11.6	-5.0	-8.0	0.7	-3.8
CCN(CC)S(=O)(=O)c1ccc(S(=O)(=O)N2CCN(CCC#N)CC2)cc1	16.9	.	-3.5	.	3.8	.	4.0	1	.
O=C(Nc1ccc(Cl)cc1)C1CCCN(S(=O)(=O)c2cnc[nH]2)C1 (stereo not drawn)	-4.5	3.3	-8.4	.	-1.2	.	8.0	1.1	-6.8
CC(/C=N/NC(=O)Cc1cccs1)=C\c1ccco1	.	11.0	0.2	45.6	4.1	-44.4	-14.0	1	-4.1
COc1ccc(-c2noc(C3CCCN(S(=O)(=O)c4cccc(Cl)c4)C3)n2)cc1OC (stereo not drawn)	3.5	17.5	0.5	.	24.8	.	-3.0	1.5	-3.1
O=C(O)C1CC(=O)N(C2CCCCC2)C1c1ccccc1 (stereo not drawn)	-5.6	1.6	0.5	13.4	9.4	-13.9	2.0	1.1	-3.9
Cc1ccc(S(=O)(=O)NC(=O)NCc2ccccc2)cc1	-19.5	15.4	7.1	4.9	0.8	-4.7	-2.0	0.8	-1.0
CCCN(CCC)CC(O)CN(c1cc([N+](=O)[O-])ccc1OC)S(=O)(=O)c1ccccc1 (stereo not drawn)	6.2	17.4	-3.5	2.6	7.0	-0.3	3.0	1.3	-5.6
CCCCCc1nnc(NC(=O)OCCC)s1	4.9	21.5	3.2	5.1	-9.2	-4.6	-10.0	1.3	-2.4
CCC1(CC)C(=O)N(C)C(=O)NC1=NCc1ccccc1	-17.6	5.4	-2.7	-4.3	-2.8	6.5	-4.0	0.9	-4.6
Cc1ccc(-n2nnnc2SCC(=O)Nc2sc(C)c(C)c2C#N)cc1C	3.9	2.2	18.0	4.1	14.3	-1.4	-8.0	1.2	-6.0
Cc1cnc(NC(=O)CN2C(=O)C3CC=CCC3C2=O)s1 (stereo not drawn)	-4.5	16.1	-2.1	-4.7	2.4	2.7	-11.0	0.9	-6.2
Cc1cc(C)cc(OCc2ccc(C(=O)N3N=C(C(F)F)CC3(O)C(F)F)o2)c1 (stereo not drawn)	-9.5	-19.0	-5.9	9.0	10.6	-7.0	-4.0	1.2	-5.4
O=C(CSc1nnc2n(C3CCCCC3)c(=O)c3ccccc3n12)OC1CCCCC1	7.1	9.9	-2.0	-4.9	4.5	3.5	-7.0	0.8	-2.2
Nc1c(C(=O)NCc2ccco2)c2nc3ccccc3nc2n1CCc1ccccc1F	0.5	6.1	0.0	8.0	26.7	-10.6	-6.0	1.7	4.1
O=C(NC1CCCCC1)C(c1ccncc1)N(Cc1ccc2c(c1)OCO2)C(=O)c1cnsn1 (stereo not drawn)	.	8.8	.	7.2	.	-3.7	.	.	-3.7
COc1ccc(CN2C(=O)c3ccccc3C(/C=N\OCc3ccc(F)cc3)C2=O)cc1 (stereo not drawn)	.	-0.3	-1.4	1.9	6.9	-1.8	6.0	1.3	-5.5
CN1C(=O)CC(N2CCN(C(=O)c3ccccc3)CC2)C1=O (stereo not drawn)	-30.5	5.0	3.2	7.0	-3.1	-4.4	0.0	1	-3.8
Cc1ccc(CNC(=O)CCS(=O)(=O)c2cccc3nonc23)cc1	-21.8	.	20.2	.	5.2	.	4.0	0.9	.
N/C(=N\c1nc2ccccc2o1)NC(=O)c1ccccc1NC(=O)c1ccccc1	54.8	5.9	-2.0	-5.2	7.6	0.7	-16.0	1	-1.6
Cn1c(SCC(=O)c2ccccc2)nnc1-c1ccc(O)cc1	3.4	-10.6	25.8	5.8	1.6	-8.0	7.0	1	-3.0
Cc1nc2ccccc2n2c(-c3ccccc3)c3c(=O)n(C)c(=O)n(C)c3c12	0.8	-45.1	16.6	-6.2	46.7*	8.6	-7.0	1.7	-0.8
CCOc1ccc(N2C(=O)CC(N3CCC(O)(c4ccc(Br)cc4)CC3)C2=O)cc1 (stereo not drawn)	-21.0	19.8	1.6	-5.5	-1.8	4.1	3.0	1.4	-7.3
COC(=O)C1C(=O)C2=C(CC1C)NC(C)=C(C(=O)OC(C)C)C2c1ccc(OC)c(O)c1 (stereo not drawn)	.	-6.1	1.3	-15.2	10.6	13.0	8.0	1.3	-6.7
Cc1cc(NC(=O)c2sccc2C)n(-c2cccc(Cl)c2)n1	-1.3	-13.9	-6.8	3.1	14.6	-3.1	-5.0	1.4	1.4
O=c1cc(N2CCCCC2)c(-c2ccccc2)nn1Cc1ccccc1Cl	.	0.5	-3.8	16.1	43.9*	-17.1	-7.0	1.2	-5.1
COc1ccc(-c2noc(COc3ccc(Cl)c(C)c3)n2)cc1	3.4	3.6	-0.7	-7.6	11.9	6.6	-9.0	1	-1.5
CCOC(=O)C1CCCN(C(=O)CCn2nc(-c3ccccc3)ccc2=O)C1 (stereo not drawn)	-4.1	-2.0	4.8	1.4	5.6	-1.8	7.0	1.2	-6.9
CCOC(=O)c1cc(NC(=O)CSCCO)ccc1Cl	-5.2	-10.0	-12.9	-3.5	-2.9	8.8	2.0	0.9	-0.6
CC1CCCC(C)N1C(=O)CSc1nnc(-c2c[nH]c3ccccc23)o1 (stereo not drawn)	-9.0	-1.7	-2.8	-5.8	21.9	7.2	4.0	1	-4.2
CCN(CC)C(=O)CSc1nnc(CNc2ccc(F)cc2)n1Cc1ccco1	14.9	-21.8	1.6	-5.8	7.5	8.1	8.0	1.3	0.9
CCCOC(=O)/C(C)=N\NC(=O)c1ccco1	-31.1	9.7	-11.6	-13.7	1.3	9.7	0.0	1.4	-0.9

Bioassay records from PubChem.
